UBC13 inh: blocks human UBC13 polyubiquitin chain formation; P61088; TR-FRET; inhibition, % at 20 µM; actives 0.47% (n = 330,000); in the data active means inhibition above about 45%, passing the limit was not always enough
SENP7 block: blocks the human protease SENP7; recombinant SENP7, Z-RLRGG-aminoluciferin luminescence, 40 min; inhibition, % at 5 µM; actives 1.5% (n = 330,000); AID 434973;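 active means inhibition above about 50% at the single test dose, limit read from the data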;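 further: plate controls were DMSO with enzyme for no effect and no enzyme buffer wells for full effect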
Target sequence (Q9BQF6 706-1050 limits assumed): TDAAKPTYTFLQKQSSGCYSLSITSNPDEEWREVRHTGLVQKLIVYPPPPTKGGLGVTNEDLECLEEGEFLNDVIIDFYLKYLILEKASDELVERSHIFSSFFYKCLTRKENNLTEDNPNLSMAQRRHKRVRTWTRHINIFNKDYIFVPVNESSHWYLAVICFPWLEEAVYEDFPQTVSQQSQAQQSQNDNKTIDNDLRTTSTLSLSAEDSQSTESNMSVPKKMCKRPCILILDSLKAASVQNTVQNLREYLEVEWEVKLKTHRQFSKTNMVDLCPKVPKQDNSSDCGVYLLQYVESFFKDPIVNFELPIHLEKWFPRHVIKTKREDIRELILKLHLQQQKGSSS
APOBEC3G inh: APOBEC3G (human) deaminase inhibition; inhibition, % at 20 µM; Q9HC16; recombinant A3G, ssDNA deamination FAM/TAMRA fluorescence; actives 0.28% (n = 330,000); AID 493012;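 active means inhibition of at least 40% at 20 µM, with no more than 30% in the related APOBEC3A deaminase screen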;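 further: plate controls were DMSO wells with A3G for no effect and wells lacking A3G enzyme for full effect; some compounds called inactive have numbers as strong as hits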
Apaf-1 inh: human Apaf-1 inhibition; AID 489030; reconstituted apoptosome caspase-3 activity, DEVD-Rh110 fluorescence; actives 0.71% (n = 330,000); inhibition, % at 20 µM; active means inhibition of at least 40% at 20 µM;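 further: plate controls were DMSO wells for no effect and DEVD-CHO caspase inhibitor wells for full effect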
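detection = Rh110 fluorescence intensity | test system = biochemical Apaf-1 apoptosome reconstitution | also added = cytochrome c and DEVD-Rh110 substrate | schedule = 30 min plus 50 min, RT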
SENP1 inh: SENP1 (human) catalytic domain inhibition; Q9P0U3; recombinant SENP1 catalytic domain, CyPet-SUMO1-YPet FRET cleavage; inhibition, % at 10 µM; actives 0.21% (n = 360,000);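 active means inhibition at least 30% at 10 µM, raw YFP signal under a set limit, fluorescence ratio 0.5 to 1.5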;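 further: 0% = enzyme with DMSO and 100% = no enzyme wells; some results filed as inactive read as strong as hits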
Target sequence (Q9P0U3 419-644 limits assumed): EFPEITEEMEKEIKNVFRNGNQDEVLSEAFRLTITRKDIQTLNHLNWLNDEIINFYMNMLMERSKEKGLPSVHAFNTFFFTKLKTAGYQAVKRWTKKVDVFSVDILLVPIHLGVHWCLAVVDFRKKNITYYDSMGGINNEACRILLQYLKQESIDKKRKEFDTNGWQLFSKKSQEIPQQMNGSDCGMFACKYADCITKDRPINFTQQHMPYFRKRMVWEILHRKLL
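Compound: 10 µM single point, 0.5% DMSO; Test system: hSENP1 catalytic domain, recombinant; Timing: 50 min reaction at room temperature; Technique: FRET, CFP and YFP emission; Control set: no-enzyme wells low, DMSO-plus-enzyme wells high control.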
SENP8 block-1: SENP8 (human) protease inhibition; Q96LD8; recombinant SENP8, Nedd8 substrate fluorescence; inhibition, % at 20 µM; actives 0.64% (n = 360,000); AID 602440; in the data active means inhibition mostly above about 40%, no sharp cut-off; inactive means mostly below about 27%
SENP6 inh: blocks the human protease SENP6. inhibition, % at 10 µM. AID 2599. Recombinant SENP6 catalytic domain, aminoluciferin luminescence. Q9GZR1. actives 1.8% (n = 330,000);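 active means inhibition above about 50% at the single tested dose, limit read from the data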;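 further: plate controls were DMSO wells with enzyme for no effect and DMSO wells lacking enzyme for full effect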
Target sequence (Q9GZR1 628-1112 limits assumed): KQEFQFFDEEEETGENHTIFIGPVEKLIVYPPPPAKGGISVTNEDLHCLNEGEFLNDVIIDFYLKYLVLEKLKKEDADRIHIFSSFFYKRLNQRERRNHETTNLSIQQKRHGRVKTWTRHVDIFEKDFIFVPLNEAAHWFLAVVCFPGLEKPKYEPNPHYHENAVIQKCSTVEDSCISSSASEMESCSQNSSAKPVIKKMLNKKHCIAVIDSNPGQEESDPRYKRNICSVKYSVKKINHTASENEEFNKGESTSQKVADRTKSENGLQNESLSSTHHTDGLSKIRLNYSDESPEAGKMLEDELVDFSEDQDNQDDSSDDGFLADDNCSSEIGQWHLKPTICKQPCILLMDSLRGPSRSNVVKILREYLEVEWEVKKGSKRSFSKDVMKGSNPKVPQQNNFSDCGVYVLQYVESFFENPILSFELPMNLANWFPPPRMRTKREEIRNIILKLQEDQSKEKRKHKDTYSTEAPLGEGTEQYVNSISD
SENP8 block-2: blocks the human protease SENP8. AID 2540. Q96LD8. purified SENP8, Z-RLRGG-aminoluciferin cleavage, luminescence. actives 1.2% (n = 330,000). inhibition, % at 10 µM; in the data active means inhibition above about 50%
The depositor's hits bear a star; · = not tested or not shown.

SMILES	UBC13 inh	SENP7 block	APOBEC3G inh	Apaf-1 inh	SENP1 inh	SENP8 block-1	SENP6 inh	SENP8 block-2
COc1ccccc1CN(C)C(=O)COC(=O)c1cc(C)oc1C	1	-1	24	-5	-1	4	-1	11
CCCCC(=O)NC(=S)NNC(=O)c1ccc(OC)cc1	69*	8	32	-24	2	10	8	1
CCS(=O)(=O)N1CCCC(C(=O)NCCN(C)Cc2ccccc2)C1 (stereo not drawn)	4	7	-1	-11	-4	23	11	1
CCn1c(SCC(=O)OC)nc2sc3c(c2c1=O)CC(C)(C)OC3	9	1	-3	-8	0	11	9	-4
O=C(O)CCC(=O)c1ccc2ccc3cccc4ccc1c2c34	4	-3	-6	3	·	·	-6	1
CN(C)C(=O)c1cc(-c2ccccc2)no1	10	-4	-10	-9	1	0	-13	-11
Cc1cc(C(=O)COC(=O)c2ccc[nH]c2=O)c(C)n1-c1ccc(F)cc1	-7	-7	-4	10	-2	8	-7	-5
Cc1cc(NS(=O)(=O)c2ccc(NC(=O)/C=C/c3ccco3)cc2)nc(C)n1	-8	-6	-3	-18	-4	-24	-3	6
COC(=O)c1scc(C)c1NC(=O)Cc1ccccc1	-1	7	-1	-1	1	10	-25	1
CCc1nc(SCC(=O)Nc2ccc(OC)cc2[N+](=O)[O-])n[nH]1	0	-5	-4	-15	1	40	-14	-2
Cc1ccc(CN(C(=O)c2csnn2)C(C(=O)NC2CCCC2)c2ccccn2)cc1 (stereo not drawn)	-11	-2	0	7	1	-3	-10	-3
COc1ccc(N(CC(=O)Nc2c(C)n(C)n(-c3ccccc3)c2=O)S(=O)(=O)c2ccc(C)cc2)cc1OC	-1	6	-3	-1	0	14	-20	5
Fc1ccc(-[n+]2nc(Nc3ccccc3)sc2-c2ccc(OCc3ccccc3)cc2)cc1	-37	-12	1	15	3	11	-16	4
COc1ccc2ccccc2c1/C=N\n1c(C)cc(C)c(C(N)=O)c1=O	-6	6	1	-10	-2	-2	-16	2
COc1ccc(CNC(=O)c2csc(Cc3ccc(Cl)cc3)n2)cc1	4	-4	-1	18	0	19	2	-5
CC(C)(C)c1ccc(OCCCC(=O)NC2=NCCS2)cc1	5	-5	-2	18	1	20	4	8
CSc1ccccc1-c1nnc(-c2ccccc2)o1	8	83*	-6	19	-2	-212	84*	74*
COc1ccccc1C(=O)N1CC2(C)CC1CC(C)(C)C2 (stereo not drawn)	2	-6	-9	-8	-1	0	2	-4
CC(C)(C)C(=O)/C(=C\c1ccc([N+](=O)[O-])cc1)n1cncn1	17	-2	2	-3	·	·	-1	1
O=C(NC(=S)NCCCN1CCOCC1)c1ccc(Br)cc1	2	3	3	3	-2	10	-18	-1
CCSc1nnc(NC(=O)CSC2=NN3CCCC(=O)N=C3S2)s1	1	-3	-7	-4	1	8	-3	1
Cc1ccc(NC(=O)c2cnccn2)c(OC(F)F)c1	11	0	-7	-10	2	9	13	-4
COc1ccc(N2CCN(C(CNC(=O)C(C)C)c3ccc4c(c3)OCO4)CC2)cc1 (stereo not drawn)	2	-2	3	4	1	21	9	14
CCn1c(=O)c2c(cnn2C)c2ccccc21	8	0	0	3	2	14	-12	-4
CCOC(=O)c1sc(=S)n(-c2ccccc2Cl)c1SC	-1	6	2	8	1	3	-9	3
CC(C)NC(=O)Cn1c(SCC(=O)N2CCCc3ccccc32)nc2ccccc21	-1	4	-3	-14	-1	20	0	1
Cc1nnc(SCC(=O)N2CCCCCC2)n(N)c1=O	-9	4	-9	-7	0	6	17	6
CC(=O)OC1c2ccccc2C(=O)N1Cc1ccccc1 (stereo not drawn)	13	-1	1	5	3	16	-8	-7
COc1ccc(OCC(=O)Nc2cc(C)c(Cl)cc2OC)c([N+](=O)[O-])c1	0	3	-5	2	3	2	-11	0
Nc1nonc1-n1nnc(C(=O)N/N=C/c2ccc(OCc3ccccc3F)cc2)c1CN1CCCCC1	-16	-4	-5	23	1	-22	-19	-27
CCN(CC)S(=O)(=O)c1ccc(O)c(NS(=O)(=O)c2ccccc2F)c1	-7	10	15	0	2	19	-7	-1
NS(=O)(=O)c1ccc(CCNC(=O)CSc2ccc3ccccc3c2)cc1	-7	8	0	-3	0	-5	-31	-3
CCOc1ccc(CCNC(=O)c2ccc(C)c(N3CCCC3=O)c2)cc1OCC	-2	-4	-8	6	0	2	-15	1
COc1ccccc1NC(=O)CN1C(=O)C(C)SC(C)C1=O (stereo not drawn)	7	-5	-5	-4	1	14	5	-5
COc1ccc(NS(=O)(=O)c2ccc(NN=Cc3ccc(C(=O)O)cc3)c([N+](=O)[O-])c2)cc1	-101	0	9	11	·	·	-11	6
COc1ccc(-c2cc(C(=O)Nc3c(C)n(C)n(-c4ccccc4)c3=O)c3ccccc3n2)cc1	5	-2	-11	7	-1	-90	-9	0
CCOc1ccc(CCNC(=O)c2[nH]c(C)c(C(C)=O)c2CC)cc1OCC	13	2	-1	-4	1	21	3	2
COCCNC(=O)CN1CCN(C(c2ccccc2)c2ccccc2)CC1	-4	1	2	-10	-1	2	-5	2
N#C/C(=C\c1cc(Cl)c(OCc2ccc(Cl)cc2)c(Cl)c1)C(N)=O	15	-1	-5	13	·	·	-18	3
CC(C)(C)C(=O)Nc1ccc(C(=O)N/N=C/C2CC3C=CC2C3)cc1 (stereo not drawn)	-4	-4	1	2	2	13	-8	-5
O=C(CCn1cnc2ccccc2c1=O)Nc1cccc(Cl)c1Cl	-9	-12	-8	2	5	8	1	-12
O=C(CCc1ccccc1)Nc1cccc(NC(=O)CCc2ccccc2)c1	12	1	-5	-15	0	19	-16	2
O=C(c1cc2ccccn2n1)N1CCN(Cc2ccccc2)CC1	6	-12	-1	6	1	-22	2	-2
CCCC(=O)Nc1ccc(C(=O)NCc2ccccc2Cl)cc1	3	3	-1	-6	3	17	-3	-3
O=C(N(c1ccccn1)c1ccccn1)C12CC3CC(CC(C3)C1)C2	-5	0	-4	0	1	8	-19	-1
O=C(O)C1CCCNC1 (stereo not drawn)	-12	-1	0	-5	1	-2	-4	-6
COc1ccc2oc(C(=O)OCC(=O)NC(=O)NC(C)C)c(C)c2c1	-2	31	-2	22	0	-266	39	8
COC(=O)/C=c1\sc2ncnn2c1=O	-8	6	18	-4	-1	16	85*	7
Fc1ccc(-c2cc(-c3ccccc3)nc(-n3cccn3)n2)cc1	4	-3	-1	18	1	16	-13	1
CCCCN(C(=O)C1=NN(c2cc(C)ccc2C)C(=O)CC1)c1c(N)n(CCC)c(=O)[nH]c1=O	-9	2	-8	-17	-19	-26	3	4
COc1ccccc1-c1nnc(SCC(=O)Nc2ccc(N3CCOCC3)cc2)n1C	-7	0	5	12	-1	20	-8	-2
Nc1nc(SCC(=O)c2cccs2)n[nH]1	0	10	-7	-8	0	13	-14	9
COC(=O)C1=C(C)Nc2c(c(=O)n(C)c(=O)n2C)C1c1ccncc1 (stereo not drawn)	-13	2	-4	1	-19	-24	-22	-6
Cc1[nH]nc(Nc2ccc(C(C)C)cc2)c1[N+](=O)[O-]	-3	16	-11	0	2	15	51*	39
CC[C@]1(O)CC2CN(CCc3c([nH]c4ccccc34)[C@@](C(=O)OC)(c3cc4c(cc3OC)N(C=O)[C@H]3[C@@](O)(C(=O)OC)[C@H](OC(C)=O)[C@]5(CC)C=CCN6CC[C@]43[C@@H]65)C2)C1 (stereo partly drawn)	23	-1	-6	-2	3	38	-10	5
C=CCn1nnnc1SCC(=O)Nc1ccc(OC)cc1	2	-8	-5	4	-1	13	0	-10
C=CCN(c1ccccc1)S(=O)(=O)c1cc(C(=O)NC2=NCCS2)ccc1Cl	1	7	10	13	2	11	-15	-1
CC(=O)c1cccc(NC(=O)c2cc(Cl)sc2Cl)c1	-1	-7	-10	14	0	10	-30	-11
CCOC(=O)c1c(CSc2ccc(C)cc2)n(C)c2cc(Br)c(O)c(CN(C)C)c12	8	-2	-10	13	3	13	-15	2
CCC(=O)c1ccc(OCC(=O)N2CCN(c3ccccn3)CC2)cc1	4	2	-7	-12	1	-8	-10	-1

Next results follow:
SMILES	UBC13 inh	SENP7 block	APOBEC3G inh	Apaf-1 inh	SENP1 inh	SENP8 block-1	SENP6 inh	SENP8 block-2
CCN(CC)C(=O)CN(C#N)c1nc(OC)nc(N(C)C)n1	-4	-2	-3	5	-2	17	-5	1
Cc1ccc(CNC(=O)C2CCCN(S(=O)(=O)c3cnc[nH]3)C2)cc1 (stereo not drawn)	-2	-10	-2	-2	3	6	3	7
O=C(NNC(=O)C1CC1)c1ccccc1[N+](=O)[O-]	-11	0	-6	-60	0	13	-2	-1
O=C(CCS(=O)(=O)c1ccc(Cl)cc1)Nc1nc(-c2cccnc2)cs1	-7	-3	-5	-11	-2	14	-10	6
CC(C)(C)OC(=O)N1CCC[C@H]1c1nnc(SCc2c(Cl)cccc2Cl)o1	6	-6	-7	16	2	22	-20	-7
CC1(c2ccccc2)CC(C)(C)N(C(N)=O)c2ccccc21 (stereo not drawn)	-9	-17	16	2	2	11	2	-7
Cc1ccc(N2CC(C(=O)OCC(=O)Nc3ccccc3C)CC2=O)cc1 (stereo not drawn)	5	2	-8	-4	2	1	2	-2
CCCC1C2C(=O)N(c3ccccc3OC)C(=O)C2ON1c1ccccc1 (stereo not drawn)	5	-2	1	-6	1	17	-2	4
O=C(NC1CCCCC1)c1sc(N2CCOCC2)nc1-c1ccccc1	2	2	-1	7	3	-21	-4	-2
CCC1(C)Cc2ccccc2-c2nc(SCC(N)=O)[nH]c(=O)c21 (stereo not drawn)	8	-4	-1	9	0	-74	4	5
O=C(NCCN1CCOCC1)C(=O)NCC1CCCO1 (stereo not drawn)	-13	-5	-2	-1	-1	-2	-25	-10
Cc1ccc(S(=O)(=O)Nc2cccc(-n3cnnn3)c2)cc1	-2	-4	-5	-13	1	11	1	3
Cc1ccc(/C=N/NC(=O)c2cc3c(s2)CCCC3)o1	5	-10	2	10	-4	-246	-11	-10
CCOC(=O)CS(=O)(=O)c1ccc(C(F)(F)F)cn1	-12	-10	1	-4	2	28	10	0
O=C(COC(=O)COc1cccc(Br)c1)NCc1ccc2c(c1)OCO2	5	5	-2	7	3	4	-2	-5
O=C(c1ccccc1)c1cc(-c2ccccc2)on1	2	101*	-5	6	1	16	99*	97*
CCc1ccc(NC(=O)C2CCN(C(=O)[C@@H]3Cc4ccccc4CN3)CC2)cc1	0	7	18	9	-2	13	-13	0
CCCCn1c(-c2cccc(C)c2)nc2cc3[nH]c(=O)c(C(C)C)nc3cc21	28	-7	-4	35	-47	-493	-8	-9
Cc1cc(NC(=O)CC(CN(C)S(=O)(=O)c2ccccc2)c2ccccc2)no1 (stereo not drawn)	10	-8	-8	9	2	-1	7	2
COc1ccccc1NC(=O)CSc1ccc2nnc(-c3cccnc3)n2n1	6	2	7	13	4	-9	9	-7

5 compounds picked at random from those above, as already listed:
SMILES	UBC13 inh	SENP7 block	APOBEC3G inh	Apaf-1 inh	SENP1 inh	SENP8 block-1	SENP6 inh	SENP8 block-2
COc1ccccc1NC(=O)CSc1ccc2nnc(-c3cccnc3)n2n1	6	2	7	13	4	-9	9	-7
O=C(c1ccccc1)c1cc(-c2ccccc2)on1	2	101*	-5	6	1	16	99*	97*
CCCCn1c(-c2cccc(C)c2)nc2cc3[nH]c(=O)c(C(C)C)nc3cc21	28	-7	-4	35	-47	-493	-8	-9
Cc1cc(NC(=O)CC(CN(C)S(=O)(=O)c2ccccc2)c2ccccc2)no1 (stereo not drawn)	10	-8	-8	9	2	-1	7	2
CCc1ccc(NC(=O)C2CCN(C(=O)[C@@H]3Cc4ccccc4CN3)CC2)cc1	0	7	18	9	-2	13	-13	0

Four compounds from above, limited to SENP7 block, APOBEC3G inh and Apaf-1 inh.
Compound | SENP7 block | APOBEC3G inh | Apaf-1 inh
CCc1ccc(NC(=O)C2CCN(C(=O)[C@@H]3Cc4ccccc4CN3)CC2)cc1 | 7 | 18 | 9
CCCCn1c(-c2cccc(C)c2)nc2cc3[nH]c(=O)c(C(C)C)nc3cc21 | -7 | -4 | 35
Cc1cc(NC(=O)CC(CN(C)S(=O)(=O)c2ccccc2)c2ccccc2)no1 (stereo not drawn) | -8 | -8 | 9
COc1ccccc1NC(=O)CSc1ccc2nnc(-c3cccnc3)n2n1 | 2 | 7 | 13

Compound activity from PubChem.
